ERG-DNA inh – qHTS for Small Molecule Inhibitors of the ERG Ets/DNA interaction; Transcriptional regulator ERG (Homo sapiens), P11308; fluorescence polarization, His-ERG Ets domain / labelled DNA; Potency, µM (doses to about 76.9 µM), without a hit: at the highest dose FP activity, negative = inhibition, most hits filed as inhibitors; hit rate 0.028% among 370,000; AID 624246, 2012; active means well fitted inhibition curve with a large enough effect in the polarisation, with a control signal flat; inconclusive means small, poorly fitted or top-dose-only effect, or effect the other way, or a change in a side signal; inactive means no such curve, though single readings can be large or run the other way; the % refers to the polarisation;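 further: polarization taken with two DNA probes labelled with fluorescein and Texas red; potency means the concentration at half of the fitted maximal effect; % of control where 0% means no effect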
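His-tagged ERG Ets domain (1 uM in the protein solution; 300mM KCl, 50mM Tris-HCl, 1mM EDTA, 1mM DTT, pH 7.5) received compound, then a probe mix of 5 nM fluorescein-DNA and 100nM Texas-615-DNA. Fluorescence polarization was read for both dyes.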
Apoferritin bind – qHTS Assay for Identification of Novel General Anesthetics; Ferritin light chain (Equus caballus), P02791; AID 485281, 2010; apoferritin/1-aminoanthracene competitive binding, fluorescence; Potency, µM (top dose mostly 77.5 µM), without a hit: at the top dose activity change, negative = displacement, actives largely listed as inhibitors; hit rate 0.074% among 350,000; further: potency means the concentration at half of the fitted maximal effect; on the % scale 0 is the no-effect control and ±100 the full control effect; nearly all actives have a fitted effect of over 20% in size
Target sequence (P02791 2-175 limits assumed): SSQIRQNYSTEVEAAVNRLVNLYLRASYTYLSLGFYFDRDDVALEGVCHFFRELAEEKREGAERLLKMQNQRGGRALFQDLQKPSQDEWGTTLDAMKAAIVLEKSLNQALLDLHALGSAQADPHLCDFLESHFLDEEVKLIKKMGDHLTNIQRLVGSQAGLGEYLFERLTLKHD
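Apoferritin-based anesthetic binding model; compound displacement of fluorescent 1-AMA measured as endpoint fluorescence after 10 minutes at room temperature, scaled to free-ligand and complex controls.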
LDHA block – qHTS assay for inhibitors of human lactate dehydrogenase | L-lactate dehydrogenase A chain (Homo sapiens), P00338 | purified LDHA, NADH/diaphorase-resazurin fluorescence; active compounds read low | activity change, % (values are at about 110 or 230 µM) | hit rate 0.15% among 480,000; in the data active means activity change below about -30%; inconclusive means mostly about -25% to -30%;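 further: plate controls were DMSO wells for no effect and wells without enzyme for full effect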
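Enzyme activity of human lactate dehydrogenase 5 (2 nM; 0.06 mM NADH, 0.2 mM pyruvate, 5 min, RT) is measured via a resazurin/diaphorase fluorescence readout of residual NADH.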
APE1 inh – qHTS Assay for Inhibitors of the Human Apurinic/apyrimidinic Endonuclease 1 (APE1); recombinant APE1, TAMRA/BHQ-2 abasic DNA cleavage fluorescence; Potency, µM (top dose mostly 65.8 µM), without a hit: at the top dose activity change, negative = inhibition, most hits filed as inhibitors; hit rate 0.35% among 350,000;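 further: potency means the concentration at half of the fitted maximal effect; plate controls were vehicle for no effect and reference inhibitor for full effect; nearly all actives have a fitted effect of over 55% in size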
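Enzyme (0.75 nM final) and test compound are incubated 15 min at room temperature before adding 50 nM quenched THF abasic-site duplex. Cleavage dequenches TAMRA, followed at 525/598 nm over three reads one minute apart.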
Pol kappa inh – qHTS for Inhibitors of Polymerase Kappa | purified Pol kappa, fluorescent DNA synthesis assay, 10 min | Potency, µM (series often up to 107 µM), for the others: at the highest dose activity, negative = inhibition, most hits filed as inhibitors | hit rate 0.53% among 400,000 | AID 588579, 2011; further: potency means the concentration at half of the fitted maximal effect; on the % scale 0 is the no-effect control and ±100 the full control effect
Target sequence (Q9UBT6 whole entry, looked up): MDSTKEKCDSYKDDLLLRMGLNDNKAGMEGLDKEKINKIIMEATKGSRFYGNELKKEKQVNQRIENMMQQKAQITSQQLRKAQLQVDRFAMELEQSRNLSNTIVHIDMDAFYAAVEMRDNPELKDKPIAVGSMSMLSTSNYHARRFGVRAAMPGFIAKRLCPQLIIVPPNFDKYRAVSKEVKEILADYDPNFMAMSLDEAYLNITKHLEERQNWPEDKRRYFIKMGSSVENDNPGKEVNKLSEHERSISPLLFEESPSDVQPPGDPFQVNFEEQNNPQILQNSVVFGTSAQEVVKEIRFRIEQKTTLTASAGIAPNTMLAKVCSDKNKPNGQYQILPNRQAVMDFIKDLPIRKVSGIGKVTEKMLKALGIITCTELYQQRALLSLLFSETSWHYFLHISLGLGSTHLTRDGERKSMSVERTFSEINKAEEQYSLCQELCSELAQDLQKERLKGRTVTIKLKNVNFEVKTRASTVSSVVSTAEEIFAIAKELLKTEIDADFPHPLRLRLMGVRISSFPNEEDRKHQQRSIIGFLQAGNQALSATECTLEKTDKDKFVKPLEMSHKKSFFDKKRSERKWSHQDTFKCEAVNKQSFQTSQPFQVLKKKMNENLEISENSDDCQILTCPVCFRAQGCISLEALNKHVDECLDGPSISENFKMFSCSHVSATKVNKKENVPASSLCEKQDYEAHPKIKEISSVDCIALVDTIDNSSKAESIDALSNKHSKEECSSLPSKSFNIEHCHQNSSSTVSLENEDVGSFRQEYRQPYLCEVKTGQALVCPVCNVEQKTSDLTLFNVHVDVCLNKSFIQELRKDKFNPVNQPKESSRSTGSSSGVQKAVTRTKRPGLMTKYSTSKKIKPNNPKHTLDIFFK
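Kinetic fluorescence screen: compound preincubated 15 min RT with 10 nM enzyme; 50 nM substrate (final) initiates; reads at 0/10 min.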
Pol beta inh – qHTS Assay for Inhibitors of DNA Polymerase Beta. Potency, µM (doses to about 114 µM), inactives show at the top dose activity change, negative = inhibition, usual class: inhibitors. P06746. AID 485314, 2010. Pol beta primer extension/strand displacement, fluorescence kinetic. hit rate 1.3% among 340,000; further: potency means the concentration at half of the fitted maximal effect; on the % scale 0 is the no-effect control and ±100 the full control effect
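Enzyme-only controls used 10 nM Pol beta; buffer lacking enzyme served as negative control. Compound preincubated 15 min, then 50 nM substrate added; 0 and 10 min reads at room temperature.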
ALOX12 inh – Primary qHTS assay for inhibitors of human arachidonate 12S-lipoxygenase (ALOX12): Round 2; purified 12hLO, xylenol orange hydroperoxide absorbance; Potency, µM (top dose mostly 108 µM), for inactives: at the highest dose activity change, negative = inhibition, usual class: inhibitors; hit rate 1.1% among 580,000; Polyunsaturated fatty acid lipoxygenase ALOX12 (Homo sapiens), P18054; further: potency means the concentration at half of the fitted maximal effect; on the % scale 0 is the no-effect control and ±100 the full control effect
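Purified human 12hLO (150 nM final) in 25 mM Hepes, 0.01% Triton X-100, pH 7.0 was preincubated 15 min at room temperature with compound. Then 40 uM arachidonic acid was added, 30 min. Hydroperoxide was read by Fe-XO absorbance ratio 573/405 nm.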
RGS4 inh – Inhibitors of Regulator of G Protein Signaling (RGS) 4: qHTS | Regulator of G-protein signaling 4 (Homo sapiens), P49798 | Transcreener GDP fluorescence polarization, RGS4-accelerated GTP hydrolysis | Potency, µM (doses to about 114 µM), without a hit: at the top dose activity change, negative = inhibition, usual class: inhibitors | hit rate 0.039% among 390,000; further: potency means the concentration at half of the fitted maximal effect; on the % scale 0 is the no-effect control and ±100 the full control effect; nearly all actives have a fitted effect of over 75% in size; some results filed as inactive show a strong effect at the top dose
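MLSMR compounds (23 nl, pin-transferred) preincubated 10 min at room temperature with a 500nM (2x) first reagent, then RGS4 at 900nM (2x) plus Transcreener GDP mix added; fluorescence polarization (620/688 nm) read before and after 90 min at 30 °C.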
Pol eta inh – qHTS for Inhibitors of Polymerase Eta. Potency, µM (highest dose often 114 µM), inactives show at the top dose activity change, negative = inhibition, most hits filed as inhibitors. DNA polymerase eta (Homo sapiens), Q9Y253. hit rate 1.2% among 390,000. AID 588591, 2011. recombinant Pol eta, fluorescent DNA replication assay; further: potency means the concentration at half of the fitted maximal effect; on the % scale 0 is the no-effect control and ±100 the full control effect
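Pol eta at 10 nM preincubated with compounds 15 min at room temperature; reaction started with fluorescent substrate (50 nM final) and read kinetically at 0 and 10 min.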
* hit, by the source's call; i = inactive; ? = inconclusive; · = not tested or not shown; & = joins results of further samples; [ ] = dose if it differs, or a comment. Unless noted, the call rests on the fitted dose curve; in most records, active means well fitted curve in the direction sought with a large enough effect; inconclusive means small, poorly fitted or top-dose-only effect, or another doubt; inactive means no such curve, though single readings can be large; an effect the other way counts as inactive or inconclusive.

ERG-DNA inh	Apoferritin bind	LDHA block	APE1 inh	Pol kappa inh	Pol beta inh	ALOX12 inh	RGS4 inh	Pol eta inh	molecule
·	?	-4	-31%	-14%	?	-20%	2%	-8%	COc1ccc2c(=O)c(-c3cnn(-c4ccccc4)c3)c(C)oc2c1
-2%	-5%	-9	-2%	2%	-9%	0%	5%	-4%	O=C(COC(=O)C1CC1)NC(=O)NCc1ccccc1
·	-11%[163 µM]	·	?	2%	-13%	·	·	·	Cc1ccc(-c2cc(=O)c3cc(Cl)ccc3[nH]2)cc1
-5%	2%	-4	1%	6%	12%	?	-13%	-15%	O=C(Nc1nc(-c2ccc3ccccc3c2)cs1)c1ccc(N2C(=O)CCC2=O)cc1
11%	-9%	-1	-10%	-6%	7%	11%	1%	-6%	Cn1ccnc1SCC(=O)NC1CCCCC1
14%	·	-1	-4%	1%	·	2%	-21%	-23%	COCCCNC(=O)C(=O)Nc1ccc2c(c1)N(S(=O)(=O)c1cccs1)CCC2
-2%	0%	-10	-1%	-15%	-14%	?	-5%	-14%	COc1ccccc1CC(=O)Nc1cccc(C(=O)NN2C(=O)c3ccccc3C2=O)c1
2%	-17%	-9	8%	-10%	1%	-21%	-17%	-2%	Cc1onc(-c2c(Cl)cccc2Cl)c1C(=O)NCCc1ccc(S(N)(=O)=O)cc1
5%	·	-18	·	1%	·	0%	3%	-12%	N#Cc1c(C(F)(F)F)cc(Cc2ccccc2)nc1SCC(=O)NCC(=O)O
5%	-5%	-8	-3%	-12%	-24%	20%	-40%	-6%	C#Cc1ccc([C@H]2C=C(C(=O)N3CCN(Cc4ccccc4)CC3)O[C@@H](OCc3ccc(CO)cc3)C2)cc1
25%	-6%	0	-5%	-5%	?	4%	-38%	-14%	O=C(CCCN1C(=O)/C(=C\c2cccs2)SC1=S)NNC(=O)c1cccnc1
-1%	·	-12	-10%	-22%	·	-2%	12%	-18%	O=C(Nc1cc(-c2ccccc2)nn1-c1c(Cl)cccc1Cl)c1ccc(F)cc1
-4%	-1%	-2	10%	7%	42%	-8%	-3%	-9%	CCCCC(Sc1nc(N)c(NC(=O)c2ccco2)c(=O)[nH]1)C(=O)O (centres undefined)
-6%	-9%	-8	1%	-14%	4%[57.1 µM]	-27%	-12%	-20%	CC(C)CNC(=O)NC(=O)COC(=O)c1ccccc1Sc1ccc(C(F)(F)F)cc1[N+](=O)[O-]
5%	1%	-7	2%	2%	18%	12%	10%	7%	O=C(c1ccccc1)c1ccc(OC(=O)N2CCOCC2)cc1
-2%	-14%	-12	·	-11%	16%	?	13%	-14%	N#Cc1c(-n2ncnc2-c2ccccc2C(F)(F)F)sc2c1CCCCC2
-12%	5%	-10	-6%	-26%	5%	8%	23%	5%	CCOc1ccc(/C=C2\SC(N3CCCCC3)=NC2=O)cc1
·	-4%	-6	-5%	-6%	17%	6%	-4%	2%	Cc1ccc(S(=O)(=O)N2CCCC2C(=O)Nn2cnnc2)cc1 (centres undefined)
1%	-6%	-3	-5%	-10%	2%	-10%	5%	-24%	Cc1cc(C)n(CCNC(=O)CCc2nnc(CCc3ccccc3)o2)n1
1%	-4%	0	-2%	-14%	-1%	1%	?	-7%	CC(/C=N/n1c(-c2cc(C)[nH]n2)n[nH]c1=S)=C\c1ccccc1
-3%	·	-11	-10%	-3%	·	25%	9%	-14%	CC(=O)N1CCN(C(=O)COC(=O)c2oc3ccccc3c2C)CC1
3%	-6%	-5	-3%	0%	-9%	-12%	-17%	-22%	Cc1cc(NC(=O)CCC(=O)N(Cc2ccccc2)C2(C(=O)NC3CCCCC3)CCCC2)no1
-5%	-2%	-8	-15%	-16%	63%	?	1%	?	N#CCCn1cc(C(=O)Nc2ccc(C(=O)O)cc2)c(-c2cccc(Br)c2)n1
-3%	·	-5	-2%	-5%	·	7%	-3%	1%	COc1ccccc1CCNC(=O)C(=O)Nc1cc2c3c(c1)CC(=O)N3CCC2
5%	7%	0	?	-19%	?	?	-19%[56.9 µM]	-24%	CCC(=C(c1ccc(OC)cc1)c1ccc(OC)cc1)c1cn(CC(O)CN(CCO)CCO)c2ccccc12 (centres undefined)

The final two entries of the part above are carried over, then new ones follow:
ERG-DNA inh	Apoferritin bind	LDHA block	APE1 inh	Pol kappa inh	Pol beta inh	ALOX12 inh	RGS4 inh	Pol eta inh	molecule
-3%	·	-5	-2%	-5%	·	7%	-3%	1%	COc1ccccc1CCNC(=O)C(=O)Nc1cc2c3c(c1)CC(=O)N3CCC2
5%	7%	0	?	-19%	?	?	-19%[56.9 µM]	-24%	CCC(=C(c1ccc(OC)cc1)c1ccc(OC)cc1)c1cn(CC(O)CN(CCO)CCO)c2ccccc12 (centres undefined)
4%	-2%	2	3%	7%[60.1 µM]	7%	·	4%	-7%	CCN(CC)S(=O)(=O)c1cc(C(=O)Nc2cc(C)[nH]n2)ccc1Cl
3%	2%	0	·	3%	2%	1%	1%	?	O=C(CSc1nc2c(c(=O)[nH]1)CN(Cc1ccc3c(c1)OCO3)CC2)Nc1ccc(F)cc1
13%	?	-1	-13%	-6%	-15%	92%[activator]	-15%	-21%	Cc1ccc(C)c(CSC2=NCCN2C(=O)c2cccs2)c1
2%	87%[activator]	-3	-3%	1%	2%	-28%	-18%	-11%	CCCNC(=S)Nc1ccc(Oc2ccccc2)cc1
7%	2%	8	0%	2%	30%	-1%	-6%	-10%	Cc1cccc(NC(=O)CSc2nnc(-c3ccco3)o2)c1C
1%	-17%	1	-6%	3%	24%	-1%	1%	-27%	Cc1[nH]c2ccccc2c1Cc1nnc(SCc2ccccc2)o1
-5%	3%	2	·	-17%	40µM*	-22%	-2%	2%	O=C(CSc1nc(-c2ccco2)nc2cc(=O)[nH]n12)Nc1ccc(F)cc1
3%	-1%	5&-24	1%	-12%	?	-13%&6%	-26%	-16%	O=C(CSc1ncnc2nc[nH]c12)Nc1ccc(Br)cc1Cl
-3%	-1%	-4	2%	2%	34%	15%	17%	-9%	COc1ccc(CCNc2nc(C)cc(C)n2)cc1OC
-1%	·	-4	·	-20%	·	2%	-27%	-15%	N#Cc1c(NC(=O)CN2C(=O)c3ccccc3C2=O)oc(-c2ccccc2)c1-c1ccccc1
-3%	-10%	-3	-5%	-4%	20%	-12%	-16%	-10%	Cc1ccc(S(=O)(=O)Nc2ccc3c(c2)nc2n3CCN(Cc3ccccc3)C2)cc1
-3%	-10%	-5	29%	3%	28%	13%	8%	-3%	CCC(C)NC(=O)c1oc2ccc(S(=O)(=O)N3CCC4(CC3)OCCO4)cc2c1C (centres undefined)
-3%	1%	-4	14%[12.4 µM]	-4%	12%	-6%	4%	-3%	COc1ccccc1CNC(=O)C1CCN(S(=O)(=O)c2cccc([N+](=O)[O-])c2)CC1
35%[activator]	1%	-11	4%	-4%	13%	1%	8%	-15%	CN1CCN(C(=O)/C=C\c2ccc(Cl)cc2)CC1
1%	5%	-4	-8%	0%	92%	i	16%	-8%	Cc1cnc(CNC(=O)C2CCC(=O)N(Cc3ccc(Cl)cc3)C2)[nH]1 (centres undefined)
?	-15%	-1	1%	-5%	-15%	-22%	-27%	-8%	COc1ccccc1OCCCN1C(=O)C(=O)c2cccc(C)c21
3%	-7%	-2	1%	0%	2%	-14%	-6%	-7%	CCCCNC(=O)c1ccc2c(c1)ncn2C1CCCC1
0%	2%	-11	-6%	-16%	2%	4%	9%	-5%	COc1ccccc1NC(=O)c1ccc(S(=O)(=O)N(C)C)cc1
-1%	2%	-4	19%	-4%	-14%	-30%	-8%	-24%	Cc1ccc(N(NC(=O)C(O)(c2ccccc2)c2ccccc2)C(=O)CCl)cc1
-7%	-1%	-20	-1%	-3%	2%	?	-6%	-14%	CC(=O)c1cccc(OCC(O)CNCC2COc3ccccc3O2)c1 (centres undefined)
1%	-9%	-5	0%	-2%	-13%	-28%	9%	0%	Fc1ccc(CSc2ccc(-c3ccco3)nn2)cc1
-3%	5%	-8	-1%	1%	22%	0%	-8%	-20%	COC(=NC(C)C)NC(C)C
-1%	-2%	-1	·	-3%	-29%	0%	-6%	-10%	O=C(Nc1cccc(Cl)c1)C(Cc1ccccc1)n1cccc1 (centres undefined)
9%	67%[activator]	3	-6%	-11%	25%	-4%	-5%	-12%	COc1cc2c(cc1NC(=O)CSc1ccc(C)cc1)oc1ccccc12
6%	-7%	-7	3%	-17%	-2%	-4%	14%	-20%	Cc1ccc(C(=O)N2CCC(N3CCC(C(=O)N4CCOCC4)CC3)CC2)cc1C
-2%	-7%	-13	·	1%	0%	-20%	-29%	-12%	Cc1c(C(=O)NCc2ccccc2Cl)sc2nc3n(c(=O)c12)CCCCC3
-2%	-13%	-6	5%	-10%	20%	-48%	17%	-3%	CCC(CC)COC(=O)C1=C(C)NC(=O)NC1c1ccc(N(C)C)cc1 (centres undefined)
4%	2%	4	7%	2%	3%	-10%	29%	-7%	Cc1ccc(C(=O)Nc2cccc(C(F)(F)F)c2)cc1Nc1cnccn1

Bioassay records: PubChem, National Center for Advancing Translational Sciences (NCATS)

Some of the compounds tested; the hit share may differ from the screen's.
